OPRM1-OPRD1 ag: OPRM1-OPRD1 heterodimerization agonism; P35372+P41143; cells, luminescence; activation, % at 9.3 µM; hit rate 0.3% among 340,000; in the data active = activation above about 18%;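 note: 0% = vehicle-treated cells and 100% = reference agonist; values of inactives mirror those of a sister screen read the other way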
Target sequence (P35372 whole entry, looked up): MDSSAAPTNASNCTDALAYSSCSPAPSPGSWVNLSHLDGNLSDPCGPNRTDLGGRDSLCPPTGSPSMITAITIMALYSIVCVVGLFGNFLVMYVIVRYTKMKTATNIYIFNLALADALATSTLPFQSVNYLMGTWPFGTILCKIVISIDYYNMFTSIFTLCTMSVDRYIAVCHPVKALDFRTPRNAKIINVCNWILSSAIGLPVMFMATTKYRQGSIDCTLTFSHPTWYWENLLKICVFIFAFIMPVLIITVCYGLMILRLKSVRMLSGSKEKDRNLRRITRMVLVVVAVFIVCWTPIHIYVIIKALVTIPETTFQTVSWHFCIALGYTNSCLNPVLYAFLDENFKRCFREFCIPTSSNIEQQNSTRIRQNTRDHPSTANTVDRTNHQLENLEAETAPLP
Target sequence (P41143 whole entry, looked up): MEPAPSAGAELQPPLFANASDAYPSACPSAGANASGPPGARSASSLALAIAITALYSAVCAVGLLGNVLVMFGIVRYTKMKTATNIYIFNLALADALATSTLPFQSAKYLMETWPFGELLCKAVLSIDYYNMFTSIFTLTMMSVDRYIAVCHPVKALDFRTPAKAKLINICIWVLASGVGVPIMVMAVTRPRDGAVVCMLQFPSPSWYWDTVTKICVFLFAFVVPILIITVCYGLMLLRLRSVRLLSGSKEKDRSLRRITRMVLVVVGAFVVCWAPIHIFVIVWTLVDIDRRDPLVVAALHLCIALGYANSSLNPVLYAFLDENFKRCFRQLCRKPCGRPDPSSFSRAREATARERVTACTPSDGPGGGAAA
E coli growth: bacterial growth inhibition, counter-screen for AddAB inhibitors | E. coli V3065 growth, OD600 absorbance, 18 h | inhibition, % at 11.9 µM | hit rate 0.27% among 330,000 | AID 449728;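 active = inhibition above the campaign's mean inhibition across all tested compounds plus 3 SD, cut at about 9.9% in these data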;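 note: uninfected addAB+ strain grown without phage in ampicillin broth; 0% = DMSO wells and 100% = ciprofloxacin 0.95 µg/ml wells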
phage Ecoli inh: E. coli growth loss with phage present | inhibition, % at 11.9 µM | AID 651602 | hit rate 0.26% among 360,000 | growth absorbance; in the data active = inhibition above about 11%
SUMO Mot1 rescue: inhibitors of SUMOylation pathway: yeast Mot1-301 growth rescue; growth rescue, % at 18.8 µM; hit rate 1% among 320,000; AID 2716; S. cerevisiae Mot1-301 growth rescue, ATP luminescence, 38.5C; percent above DMSO median, 100 means doubled;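 active = every valid replicate shows activation above 250% relative to neutral control wells; inactive = the rest, any valid replicate at or below 250%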;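 note: OY570 slx delta 5 strain wells were the positive control but not used for scaling; some compounds called inactive have numbers as strong as hits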
Pemphigus Ab inh: inhibitors of pemphigus antibody binding to human desmoglein-3. binding (percent of control), % at 10 µM. DSG3-coupled beads, scFv-anti-DSG3-GFP binding, flow cytometry; active compounds read low. P32926. hit rate 0.48% among 310,000;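 active = binding more than 3 SD below its plate's average and above zero; inconclusive = below that plate limit but binding exactly zero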;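 note: hits lower antibody fragment binding to DSG3; some compounds called inactive have numbers as strong as hits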
PKA-R1A act: PKA-R1A complex activation | P00514+P68181 | AID 504707 | activation, % at 11.4 µM | hit rate 0.083% among 340,000 | PKA-R1A dissociation, Cy5-IP20 fluorescence polarization; scaled: DMSO 0%, 113 µM cGMP 100%;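 active = percent activation above the mean of all tested compounds plus 3 SD, cut at about 19% in these data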;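 note: higher means more PKAc released from R1A so a rise in polarization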
OPRM1-OPRD1 inv: mu-delta opioid heterodimer inverse agonism; P35372+P41143; cell-based MOR-DOR heterodimer luminescence; inhibition, % at 9.3 µM; hit rate 0.21% among 340,000; AID 504357; in the data active = inhibition above about 22%, passing the limit was not always enough;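 note: 0% = cells with DMSO and 100% = wells without cells with DMSO; values of inactives mirror those of a sister screen read the other way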
Arr AP2 block: blocks beta-arrestin peptide binding to AP2 adaptin | inhibition, % at 10 µM | AID 504490 | FITC-arrestin peptide / GST-AP2 beads, flow cytometry; AP2 beta2 appendage carries R879A mutation | hit rate 0.31% among 340,000;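 active = inhibition above a set limit, near 3 SD of compounds lacking own fluorescence, cut at about 54% in these data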;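 note: plate controls were DMSO wells for no effect and 5 µM unlabelled arrestin peptide for full effect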
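Material – AP2 appendage R879A on GSH beads · Buffer or medium – PBS with 0.05% Tween 20 and 0.1% BSA · Probe or stimulus – fluorescein-tagged arrestin peptide at 50 nM final · Incubation – compound with beads 12 min RT, then probe 1 h RT · Detection – high-throughput flow cytometry of beads, ex 488, em 535 nm · Evaluation – percent response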
PfHsp90 yeast 2: inhibits growth of yeast expressing Plasmodium falciparum Hsp90. hit rate 0.32% among 310,000. S. cerevisiae expressing PfHsp90, BacTiter-Glo ATP, 48 h; yeast lacking PDR1 and PDR3 efflux regulators. inhibition, % at 9.4 µM;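 active = every replicate shows inhibition above about 80%, whatever the replicate mean, limit read from the data; inconclusive = mean inhibition reaches the set limit but some replicate falls short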;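 note: 0% = DMSO neutral controls and 100% = 20 µM radicicol positive controls; yeast relying on Plasmodium falciparum Hsp90 in place of its own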
Tat transport: inhibitors of E. coli Tat protein transport | hit rate 0.036% among 340,000 | inhibition, % at 10 µM | E. coli MC4100 TorA-mCherry Tat export, fluorescence | AID 488895;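 active = mean replicate inhibition at least 50% and at least half of replicates individually reaching 50%; inconclusive = only one of the two criteria met; inactive = neither criterion met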;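 note: exported cargo escapes ClpAP degradation while cytoplasmic cargo is degraded and loses fluorescence; 0% = median of neutral control wells and 100% = median of NaSCN control wells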
AddAB inh: less growth of phage-infected E. coli with AddAB; AID 435030; E. coli expressing H. pylori AddAB, absorbance growth; hit rate 0.29% among 330,000; inhibition, % at 11.9 µM; in the data active = inhibition above about 12%;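 note: 0% = vehicle wells of infected cells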
* marks the source's active call; other numbers are inactive results; ? = inconclusive; / = not tested or not shown.

Compound	OPRM1-OPRD1 ag	E coli growth	phage Ecoli inh	SUMO Mot1 rescue	Pemphigus Ab inh	PKA-R1A act	OPRM1-OPRD1 inv	Arr AP2 block	PfHsp90 yeast 2	Tat transport	AddAB inh
COc1ccc(-c2nc(C#N)c(N3CCC(C(N)=O)CC3)o2)cc1OC	-2.0	-0.5	3.4	42	101	-1	10	27	/	-1	2.4
Cc1cc(=O)oc2cc(OCC(=O)NCCCN3CCOCC3)ccc12	-1.0	-2.1	2.3	23	112	3	4	-4	-7	3	0.8
CN(Cc1ccccc1C#N)S(=O)(=O)c1cccs1	1.1	2.5	4.7	-11	126	-3	-9	-2	-5	7	3.5
COc1ccc(S(=O)(=O)N2CCC(C(=O)Nc3cccc(C(C)=O)c3)CC2)cc1	-1.8	-1.2	0.6	-8	108	-9	7	9	-11	0	2.2
CSc1ccc(C(=O)C2CCCN(C(=O)c3ccc4c(c3)no[n+]4[O-])C2)cc1 (stereo unspecified)	9.6	1.3	2.1	11	102	-6	-49	-10	20	1	0.3
Cc1ccccc1C(OCCN(C(C)C)C(C)C)c1ccccc1 (stereo unspecified)	1.3	2.0	1.8	-3	117	10	-7	9	-1	0	2.4
O=C(CC1SC(=NCC2CCCO2)NC1=O)Nc1cc([N+](=O)[O-])ccc1Cl (stereo unspecified)	0.3	-1.2	3.4	-4	97	-9	-1	-12	29	-5	0.7
CC(C)[C@H](NC(=O)C1CCN(S(=O)(=O)c2ccc(F)cc2)CC1)C(=O)N1CCCC1	-3.3	0.0	1.1	-3	98	4	17	-7	8	-2	6.0
COc1ccccc1CNC(=O)[C@@H](NC(=O)C1CCN(C(=O)[C@@H]2CCCN2)CC1)C(C)C	-2.8	-1.8	2.5	8	102	-19	15	19	-6	1	1.5
Cc1cc(Nc2c(C#N)c(N)nn2C)ccc1F	-1.7	0.4	3.7	-3	102	-3	9	22	-8	2	2.4
CCN(C(=O)CSc1nnc(C)n1-c1ccc(C)cc1)c1c(N)n(Cc2ccccc2)c(=O)[nH]c1=O	-3.2	/	-0.1	/	/	3	12	23	-18	4	/
O=C(NCc1ccco1)c1noc2c1CCCC2	0.9	-2.8	2.3	-14	102	-9	-5	-4	4	-3	-1.1
C[C@@H]1CN([C@H](C)CO)C(=O)Cc2cc(NC(=O)CCC(F)(F)F)ccc2O[C@@H]1CN(C)S(=O)(=O)c1ccccc1	-0.5	/	0.3	/	100	-4	3	-2	6	4	/
Cc1c(C)c2cc(Cl)c(OC(C)C(=O)NCCN3CCOCC3)cc2oc1=O (stereo unspecified)	-1.4	-0.4	2.4	3	94	-2	7	15	3	-3	2.3
CC(NC(=O)CSc1ccc(S(=O)(=O)N2CCOCC2)cn1)c1ccc(Cl)cc1Cl (stereo unspecified)	4.2	/	0.6	/	117	-9	-17	17	/	9	/
CC(=O)N1CCc2cc(S(=O)(=O)CCC(=O)NCc3cccs3)ccc21	-1.5	-0.7	-0.5	284	78	-8	9	37	-17	3	3.3
COc1ccc(C(=O)N(Cc2sccc2C)C2CCS(=O)(=O)C2)cc1 (stereo unspecified)	-1.2	0.7	2.5	1	117	4	7	1	7	4	1.1
Cc1cccc(NC(=O)CCNC(=O)c2ccccc2)c1	-2.1	-0.5	-1.5	6	101	-9	11	-3	-27	1	0.0
Cc1ccc(C(=O)Oc2ccc(-c3nccc(-c4ccccn4)n3)cc2)cc1	-3.2	1.4	2.1	-4	90	3	16	-6	-62	6	2.7
CC(C)(C)NC(=O)c1nn(Cc2ccccc2)c(=O)c2ccccc12	0.3	0.2	-2.9	-13	119	-7	-1	0	/	?	-0.1
N#C/C(=C/c1cccc(C(F)(F)F)c1)c1nc(CCN2C(=O)c3ccccc3C2=O)cs1	-2.5	-0.9	1.2	7	/	-7	13	-11	/	-5	-0.2
CN(C)/C=C(/C(=O)c1ccc(Cl)c(Cl)c1)c1nnnn1-c1ccccc1	-3.0	-4.3	-0.4	19	97	-1	15	2	-10	-3	-3.6
N=C1C(c2ccccc2)=C(O)CN1c1ccc2c(c1)OCO2	1.6	0.4	2.2	7	98	-4	-10	-2	/	-5	3.0
O=C(OCc1ccco1)c1cccnc1	-1.6	-0.6	4.4	25	114	18	7	-1	18	-1	-1.2
CCCn1c(N)c(C(=O)CN(C)CC(=O)Nc2ccccc2CC)c(=O)[nH]c1=O	-1.3	0.3	1.8	3	107	9	5	-8	-5	-4	-1.8
CCCc1cc(=O)c2c(O)ccc(OC)c2o1	-4.1	-1.6	-0.2	-10	93	-6	20	-5	-3	-7	-1.7
COc1ccc(-c2noc(CN(C)C(=O)c3ccc4c(c3)OCO4)n2)cc1	-1.9	-0.4	2.6	2	/	-16	12	18	7	-2	1.6
CN(CC(=O)O/N=C(\N)c1cccc([N+](=O)[O-])c1)S(=O)(=O)c1ccccc1	-0.4	-2.1	3.7	247	98	-12	2	32	/	-4	-1.1
COc1ccc(C(=O)ON=C2C=C(C)C(=O)C(C)=C2)cc1	1.6	0.0	3.7	32	107	-4	-11	1	16	4	2.4
CCCCOCP(=O)(CCCC)COCCCC	-1.3	1.3	1.9	547	100	2	6	0	27	8	3.0
CCc1cc(OCCCSc2nc(C)cc(=O)[nH]2)ccc1Cl	0.7	-0.2	0.6	10	92	-11	-4	1	/	-1	2.7
O=C(CN1C(=O)c2ccccc2S1(=O)=O)NCCSC1CCCCC1	-2.1	-2.9	1.1	7	110	-9	9	1	25	7	4.3
COCCn1c(N)c(C(=O)OCc2ccccc2)c2nc3ccccc3nc21	-3.7	0.6	2.8	534	107	1	17	-9	/	13	1.5
O=c1cc(-c2ccc(O)cc2)oc2cc(O)c([C@@H]3O[C@H](CO)[C@@H](O)[C@H](O)[C@H]3O)c(O)c12	-3.8	-0.6	2.2	/	101	5	19	-3	-8	-1	0.8
COc1ccc(NC(=O)CC(c2ccc(F)cc2)c2ccc(OC(C)C)cc2)cc1 (stereo unspecified)	3.7	-0.5	2.4	17	/	9	-19	10	11	4	2.0
O=C(CCCOc1ccc(Cl)cc1)Nc1ccc(N2CCOCC2)cc1	2.5	-1.8	0.6	-11	105	-1	-17	2	-6	1	2.3
CCN(CC)C(=O)CCCc1c[nH]c2ccccc12	-0.7	0.6	3.4	213	101	-4	4	29	12	-6	-0.1
CCOC(=O)c1ccc(NC(=O)c2ccc3c(c2)C(=O)N(Cc2cccnc2)C3=O)cc1	0.2	-1.6	2.0	19	102	-11	-1	-21	-2	8	-0.6
CCOC(=O)c1cnc2ccc(C)cc2c1N(C)Cc1ccccc1	6.7	0.0	4.6	40	106	4	-30	-5	-10	23	-3.2
Cn1c(=O)c2c(nc(OCc3ccc4c(c3)OCO4)n2Cc2ccccc2Cl)n(C)c1=O	-1.2	-1.1	-0.2	34	/	3	5	-8	-13	0	3.6
Cc1ccc(N2CC(C(=O)NCc3cccs3)CC2=O)cc1 (stereo unspecified)	-0.8	-0.1	2.8	-7	97	-10	4	-5	5	0	2.1
Cc1nn(C)c(C(=O)NNC(=S)NCc2ccccc2)c1Cl	-3.0	/	3.4	/	109	-2	16	28	-8	-3	/
OCC(CO)(CO)N=Cc1cc(Br)ccc1O	-0.6	-1.0	2.3	-11	99	1	3	0	-57	-9	2.1
O=C(C1CCC(=O)N(C2CCCC2)C1)N1CCC(Oc2cccc(F)c2)CC1 (stereo unspecified)	-3.0	0.0	-0.2	-9	96	3	15	30	7	-7	1.0
COc1ccc(-n2nc3cc(C)c(NC(=S)NC(=O)c4ccccc4C)cc3n2)cc1	-1.3	0.6	2.7	-10	98	-8	7	11	/	-15	1.6
CCn1c(SCC(=O)n2nc(C)cc2C)nnc1-c1ccc2c(c1)OCO2	-2.0	1.7	-0.8	-7	96	-3	10	5	-3	-7	1.0
Oc1oc(-c2ccccc2)nc1/C=N/c1ccccn1	-2.0	1.5	4.5	-1	100	3	10	2	8	-6	3.3
COCCCn1c(=N)c(C(N)=S)cc2c(=O)n3cccc(C)c3nc21	1.1	-3.5	2.3	6	91	0	-6	32	-7	5	-3.7
Cc1ccc(S(=O)(=O)N2CCN(c3ccc(S(=O)(=O)N4CCOCC4)cn3)CC2)cc1	-1.7	-0.3	0.2	0	121	12	8	6	-42	-4	-1.1
COc1ncccc1C(=O)N1CCCC(C(=O)c2cccc(OC(C)C)c2)C1 (stereo unspecified)	-2.3	1.3	0.8	14	89	-1	11	-7	-1	-2	0.7

Carrying on:
Compound	OPRM1-OPRD1 ag	E coli growth	phage Ecoli inh	SUMO Mot1 rescue	Pemphigus Ab inh	PKA-R1A act	OPRM1-OPRD1 inv	Arr AP2 block	PfHsp90 yeast 2	Tat transport	AddAB inh
COc1ccc(C(=O)Nc2ccc(NC(=O)c3ccccc3F)cn2)cc1	2.4	0.4	2.9	14	113	2	-20	2	10	1	1.8
Cc1nn(CC(=O)N2CCN(c3ccccc3)CC2)c(C)c1[N+](=O)[O-]	-0.7	0.2	-1.0	-19	/	-5	5	20	16	7	2.2
CC(C)n1cc(CN2CCCC(CO)(Cc3cccc(Cl)c3)C2)cn1 (stereo unspecified)	-1.2	-0.5	2.5	-4	99	-8	6	5	15	2	-2.8
CCC1COCCS(=O)(=O)N1Cc1cccc(Cl)c1 (stereo unspecified)	-2.6	-0.5	1.6	2	113	-2	14	0	-7	-7	1.3
Cc1ccc(S(=O)(=O)CC(=O)c2cc3cccc(C)c3oc2=O)cc1	-1.1	-3.0	-3.0	1	49*	0	5	-8	-32	-1	1.4
COc1ccc(-c2csc(-n3ncc(C(=O)O)c3C(F)(F)F)n2)cc1	-2.9	-1.6	0.2	166	111	-1	14	-7	-13	-2	-0.7
O=C(CSCc1c(Cl)cccc1Cl)Nc1ccccc1C(=O)N1CCOCC1	-1.1	-0.5	-0.5	-9	99	3	6	-3	-14	-2	-2.7
COc1ccccc1NC(=O)N1CCn2c(nc3ccccc32)C1	/	0.0	2.9	-16	99	5	/	7	-25	-5	2.0
Cc1ccc(NC(=S)NCc2ccc3c(c2)OCO3)cc1	-1.5	0.5	2.5	172	103	4	9	7	-9	0	3.8
Cc1ccc(NC(=O)c2cccc(C(=O)Nc3ccc(C)c(C)c3)n2)cc1C	1.9	-0.3	1.5	-20	109	-14	-6	-1	-26	-8	-2.2
